Mm-Cpn inhibitor = blocks the Methanococcus maripaludis chaperonin Mm-Cpn | purified Mm-Cpn ATPase, ADP Transcreener TR-FRET | Potency, µM (highest dose often 76.9 µM), without a hit: top-dose activity, negative = inhibition, most hits filed as inhibitors | 330,000 compounds, 0.031% hits | AID 504842; further: potency means the concentration at half of the fitted maximal effect; on the % scale 0 is the no-effect control and ±100 the full control effect; nearly all actives have a fitted effect of over 80% in size
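Quantitative HTS used 25 nM Mm-CPN and 10 uM ATP in magnesium/KCl Tris buffer, pH 7.4, with 1 mM DTT. Hydrolysis ran 30 min at 37°C; ADP was read by HTRF.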
TGFb SMAD3 inh = inhibitors of TGF-b signaling | 410,000 compounds, 1.2% hits | Potency, µM (series often up to 46.1 µM), inactives show at the top dose activity, negative = inhibition, usual class: inhibitors | HepG2 CAGA-GFP TGF-b/SMAD3 reporter, GFP fluorescence, 18 h; TGF-beta stimulated, 500 pg/mL final | AID 588855; further: potency means the concentration at half of the fitted maximal effect; on the % scale 0 is the no-effect control and ±100 the full control effect; nearly all actives have a fitted effect of over 65% in size
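HEPG2 CAGA-GFP cells (1000/well, DMEM with 1% FBS) were pre-incubated 2 h at 37 degrees C, given compound by pin tool, then stimulated with TGF-beta at 500 pg/mL final for 18 h before per-cell GFP fluorescence imaging.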
Nrf2 ARE act = Nrf2 pathway activation. AID 624171. 410,000 compounds, 0.31% hits. AREc32 ARE-luciferase reporter (MCF7-derived line), luminescence, 24 h. Potency, µM (top dose mostly 46.1 µM), without a hit: at the highest dose activation, actives largely listed as activators; further: potency means the concentration at half of the fitted maximal effect; % of control where 0% means no effect; nearly all actives have a fitted effect of over 65% in size
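Reporter line AREc32 (ARE-Fluc), seeded overnight in OPTI-MEM with 5% FBS; compound pin-transferred, 24 hr at 37 deg C, 5% CO2; luminescent read-out.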
Akt phos inh = blocks phosphorylation of Akt. 360,000 compounds, 0.32% hits. AID 651550. Neuro2A IGF-stimulated pAkt S473 HTRF, 20 min; active compounds read low. activity change, % for hits at 50 µM; in the data active means activity change below about -80%; inconclusive means mostly about -51% to -80%; further: on the % scale 0 is the no-effect control and ±100 the full control effect
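Neuro2A cells in DMEM with 0.5% FBS, overnight at 37 deg C, given compound at single 50 µM final, then IGF (6 nM final) for 20 min at 37 deg C. Lysed; phospho-Akt Ser473 by HTRF after 24 h, 665/615 ratio.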
HepG2 tox = HepG2 cytotoxicity, counter-screen for TGF-b inhibitors | Potency, µM (top dose mostly 46.1 µM), inactives show at the top dose activity change, negative = cytotoxicity, actives largely listed as cytotoxic | HepG2 CAGA-GFP viability, ATP luminescence, 18 h | 410,000 compounds, 0.76% hits; further: potency means the concentration at half of the fitted maximal effect; some results filed as inactive show a strong effect at the top dose
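HepG2 CAGA-GFP cells (1000/well, DMEM with 1% FBS) received compound, then TGF-beta at 500 pg/mL final, and were incubated 18 hours at 37 degrees C. Viability was read by CellTiter-Glo luminescence. Media-only wells were set as complete cell-killing and DMSO as no toxicity.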
A549 tox = A549 cytotoxicity, counter-screen for Nrf2 inhibitors | Potency, µM (titrated, usually from 46 µM), for inactives: at the top dose activity change, negative = cytotoxicity, actives largely listed as inhibitors | 390,000 compounds, 0.16% hits | AID 504648 | A549 ARE-Fluc cells, CellTiter-Fluor viability, 18-24 h; further: potency means the concentration at half of the fitted maximal effect; on the % scale 0 is the no-effect control and ±100 the full control effect
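A549 ARE-Fluc cells in 5% FBS OPTI-MEM, 5000 cells/well, rested 2 h then exposed to compounds in concentration-response for 18-24 h at 37 °C. Viability by CellTiter-Fluor fluorescence (Ex 405/Em 525) after 30 min; luciferase luminescence (BugLite, 15 min, RT) read afterwards.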
Nrf2 inh = blocks Nrf2 signaling; 360,000 compounds, 2.1% hits; A549 ARE-Fluc reporter, luciferase luminescence, 18-24 h; Potency, µM (top dose mostly 46 µM), for the others: top-dose activity change, negative = inhibition, most hits filed as inhibitors; further: potency means the concentration at half of the fitted maximal effect; on the % scale 0 is the no-effect control and ±100 the full control effect; nearly all actives have a fitted effect of over 60% in size
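A549 ARE_Fluc cells, 5000/well, 5% FBS OPTI-MEM; compounds in dose-response, 18-24 h at 37 °C/5% CO2; CellTiter-Fluor viability read (Ex 405/Em 525), then BugLite luciferase luminescence = Nrf2 activity.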
ATXN viability = reduces viability in counter-screen for ATXN expression inhibitors | Potency, µM (titrated, usually from 56.7 µM), usual class: cytotoxic | AID 651635 | 400,000 compounds, 0.49% hits | S2 cells (HEK-293 line with an ATXN2-luciferase reporter) viability, CellTiter-Fluor protease fluorescence, 24 h; further: potency means the concentration at half of the fitted maximal effect; nearly all actives have a fitted effect of over 40% in size
CCT modulator = cytosolic chaperonin activity modulation. purified chaperonin ATPase assay, HTRF ADP detection, 30 min. activity change, % (no concentration beside the values), hits read low. 360,000 compounds, 0.3% hits; in the data active means activity change below about -30%; further: on the % scale 0 is the no-effect control and ±100 the full control effect
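TRiC (40 or 20 nM final, by batch activity) in 30 mM Tris pH 7.4, 100 mM KCl, 5 mM MgCl2, 1 mM DTT was treated with compound at 76 uM single dose, then 10 uM ATP, 30 min at 37 °C. ADP was read by HTRF Transcreener.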
Active calls of the source: *; i = inactive; ? = inconclusive; nt = no result given; & = joins results of further samples; [ ] = remark or other dose. Unless noted, the call rests on the fitted dose curve; in most records, active means well fitted curve in the direction sought with a large enough effect; inconclusive means small, poorly fitted or top-dose-only effect, or another doubt; inactive means no such curve, though single readings can be large; an effect the other way counts as inactive or inconclusive.

Preview:
#1 Cc1cnc(NC2=NCCC2)s1
#2 O=C(NCc1ccccc1)C1CCN(c2ncnc3c2nc2n3CCCCC2)CC1
#3 O=C1c2ccccc2NC(c2cccc([N+](=O)[O-])c2)N1O (stereo unspecified)
#4 CN(C(=O)c1cccc(NC(=O)Cc2cccc(NC(=O)C3CCCN(C(=O)C4CCC4)C3)c2)c1)C1CC1 (stereo unspecified)
#5 CCCS(=O)(=O)c1nc(S(=O)(=O)c2ccc(C)cc2)c(N2CCCCC2)s1

Assay by compound	1	2	3	4	5
Mm-Cpn inhibitor	3%	nt	0%	nt	nt
TGFb SMAD3 inh	11%	-3%	-13%	-15%	-21%
Nrf2 ARE act	-0.7%	0.3%	3.4%	-0.9%	18%
Akt phos inh	i	nt	i	i	i
HepG2 tox	-10%	-4%	-32%	-3%	-22%
A549 tox	-8%	1%	1%	-1%	nt
Nrf2 inh	-1%	?	-5%	-11%	nt
ATXN viability	i	nt	?	i	?
CCT modulator	1.5	nt	0.7	0.4	-0.8

The list itself, from the start:
#1 Cc1cnc(NC2=NCCC2)s1
#2 O=C(NCc1ccccc1)C1CCN(c2ncnc3c2nc2n3CCCCC2)CC1
#3 O=C1c2ccccc2NC(c2cccc([N+](=O)[O-])c2)N1O (stereo unspecified)
#4 CN(C(=O)c1cccc(NC(=O)Cc2cccc(NC(=O)C3CCCN(C(=O)C4CCC4)C3)c2)c1)C1CC1 (stereo unspecified)
#5 CCCS(=O)(=O)c1nc(S(=O)(=O)c2ccc(C)cc2)c(N2CCCCC2)s1
#6 CCOc1cccc(OCCNC2CCCC2)c1
#7 Cc1ccc(C(=O)NCC(C)(C)O)cc1
#8 CCNS(=O)(=O)c1cc(-c2nnc(Nc3cccc(C(F)(F)F)c3)c3ccccc23)ccc1C

Assay by compound	1	2	3	4	5	6	7	8
Mm-Cpn inhibitor	3%	nt	0%	nt	nt	2%	-3%	nt
TGFb SMAD3 inh	11%	-3%	-13%	-15%	-21%	-1%	-15%	?
Nrf2 ARE act	-0.7%	0.3%	3.4%	-0.9%	18%	3.2%	-0.7%	-0.2%
Akt phos inh	i	nt	i	i	i	i	i	nt
HepG2 tox	-10%	-4%	-32%	-3%	-22%	-4%	6%	2%
A549 tox	-8%	1%	1%	-1%	nt	12%	-6%	1%
Nrf2 inh	-1%	?	-5%	-11%	nt	5%	2%	-15%
ATXN viability	i	nt	?	i	?	i	i	nt
CCT modulator	1.5	nt	0.7	0.4	-0.8	-1.0	-1.8	nt

#9 Cc1noc(C)c1C(=O)OCC(=O)NC1CCCCC1C (stereo unspecified)
#10 COc1cccc(N2CC(O)=C(c3nc4ccccc4c(=O)[nH]3)C2=N)c1
#11 COc1ccc(C2C3=C(CCCC3=O)NC3=C2C(=O)c2ccccc23)cc1 (stereo unspecified)
#12 O=C(Nc1ccc(S(=O)(=O)Nc2nccs2)cc1)c1ccc(N2C(=O)c3ccccc3C2=O)cc1
#13 CCOc1ncccc1C(=O)N1CCN(S(=O)(=O)c2cccs2)CC1
#14 O=C(COC(=O)/C=C/c1cccc(Cl)c1)NCCc1ccc(Cl)cc1Cl
#15 Cc1ccccc1C(=O)N1CCC(C(=O)Nc2ccc(F)cc2)CC1
#16 Cc1cc(Oc2cc(N)cc([N+](=O)[O-])c2)ccc1Cl

Assay by compound	9	10	11	12	13	14	15	16
Mm-Cpn inhibitor	1%	2%	-5%	-10%	-3%	4%	1%	?
TGFb SMAD3 inh	26%	-21%	6%	16%	0%	3%	-18%	?
Nrf2 ARE act	1.8%	0.1%	3.6%	-0.3%	-0.1%	-0.4%	0.2%	0.1%
Akt phos inh	i	i	i	i	i	i	i	i
HepG2 tox	6%	-7%	-10%	-16%	0%	-14%	5%	-30%
A549 tox	1%	-26%	-18%	2%	0%	4%	-1%	4%
Nrf2 inh	2%	?	-2%	7%	4%	-7%	6%	-7%
ATXN viability	i	i	?	i	i	i	i	i
CCT modulator	3.7	-7.2	-8.8	-2.6	-4.3	-5.2	0.9	-1.4

#17 COc1cccc(C(=O)NCCN2CCOCC2)c1
#18 CC(=O)Oc1ccc2nc(/C=C/c3ccc(C=O)cc3)oc(=O)c2c1
#19 COC(=O)c1ccc2nc(-c3cccc(Br)c3)c(Cc3ccccc3C(F)(F)F)n2c1
#20 O=C(CCNc1n[nH]c(=O)[nH]c1=O)N/N=C\c1cccc(OCc2ccccc2)c1
#21 CC(C)CC(=O)N=C1SC2CS(=O)(=O)CC2N1CCc1ccccc1 (stereo unspecified)
#22 O=[N+]([O-])c1cccc(-c2cc(-c3cc(Br)ccc3O)[nH]n2)c1
#23 N#Cc1ccc(C(=O)Nc2ccc3c(c2)N(C2CCCC2)C(=O)c2ccccc2S3)cc1
#24 COC(=O)C1C(c2ccc(Cl)cc2)NC(c2ccc(Cl)cc2)C(C(=O)OC)S1(=O)=O (stereo unspecified)

Assay by compound	17	18	19	20	21	22	23	24
Mm-Cpn inhibitor	-2%	0%	nt	0%	-2%	1%	nt	0%
TGFb SMAD3 inh	9%	2%	nt	-5%	12%	?	5.6µM*	3%
Nrf2 ARE act	-0.4%	0.0%[9.22 µM]	6.0%	4.3%	0.0%	19%	0.2%	-0.2%
Akt phos inh	nt	i	i	i	i	i	nt	i
HepG2 tox	-6%	8%	nt	-1%	-2%	-141%	-8%	-8%
A549 tox	2%	-8%	nt	0%	4%	?	2%	1%
Nrf2 inh	11%	1%	nt	16%	-2%	?	nt	-8%
ATXN viability	i	i	i	i	i	i	i	i
CCT modulator	2.2	-1.3	-0.7	3.5	-0.8	-0.4	nt	-3.0

#25 CC1=C(C(=O)N(C)C)C(c2ccc(N3CCOCC3)cc2)NC(=O)N1 (stereo unspecified)
#26 COCCSc1ncnc2c1oc1nc3c(cc12)COC(C)(C)C3
#27 CCOC(=O)Cc1csc(NC(=O)NC2(C(F)(F)F)Oc3cc(Cl)c(Cl)cc3O2)n1
#28 Cc1cc(C)cc(NC(=O)CN(Cc2ccccc2)S(C)(=O)=O)c1
#29 Fc1ccc(-c2csc(-c3ccccn3)n2)cc1F
#30 COc1ccc(Cc2c(-c3ccccc3)nc3c(C)cc(Br)cn23)c(C)c1
#31 CCCCc1nc2ccccc2c(NC(=O)CNC(C)(C)C)c1CCC
#32 Cc1cccc(-c2nnc(SCC(=O)NCc3ccc4c(c3)OCO4)n2C)c1

Assay by compound	25	26	27	28	29	30	31	32
Mm-Cpn inhibitor	-2%	-4%	2%	-1%	-6%	nt	nt	1%
TGFb SMAD3 inh	-9%	-27%	?	-4%	?	?	-3%	6%
Nrf2 ARE act	0.0%	6.1%	6.9%	-0.2%	?	18%	-0.2%	0.3%
Akt phos inh	i	i	i	i	i	i	i	i
HepG2 tox	-16%	-41%	-78%	-27%	-25%	-19%	-21%	2%
A549 tox	6%	0%	1%	-7%	0%	nt	-8%	-1%
Nrf2 inh	2%	0%	nt	-2%	?	nt	-7%	nt
ATXN viability	i	i	?	i	?	i	?	i
CCT modulator	-1.6	-0.5	2.0	-0.5	-2.1	1.0	0.1	-1.4

#33 CC(C)C[C@H](NC(=O)c1nc[nH]c1C(=O)NCC(=O)OCc1ccccc1)C(=O)OC(C)(C)C
#34 C=CCn1c(C)c(C(C)=O)c(N2CCN(c3ccccc3)CC2)nc1=S
#35 O=C(N/C(=C/c1cccs1)c1nc2ccccc2[nH]1)c1ccccc1
#36 CCOc1cccc2cc(C(=O)NCc3ccc(OC)cc3)c(=N)oc12
#37 Cc1cccc(Nc2nnc(SC/C(O)=C(\C#N)c3nc4ccccc4[nH]3)s2)c1
#38 CC(=O)c1sc(N/N=C\c2ccc(Br)cc2)nc1C
#39 CC(=O)c1ccc(N2CCN(C(=O)CN(C)S(=O)(=O)c3cnc[nH]3)CC2)cc1
#40 COc1ccc(NC(=O)CC2C(=O)N(c3ccc(OC)cc3)C(=O)N2Cc2ccc(OC)c(OC)c2)cc1 (stereo unspecified)

Assay by compound	33	34	35	36	37	38	39	40
Mm-Cpn inhibitor	0%	-2%	-3%	-19%	-1%	-2%	4%	0%
TGFb SMAD3 inh	?	8%	15%	-7%	?	30%	2%	-22%&1%
Nrf2 ARE act	0.8%	-0.3%	1.8%	2.2%	?	20%	0.4%	-0.2%&2.2%
Akt phos inh	i	-105%*	i	i	i	i	i	i
HepG2 tox	-32%	-2%	-19%	-11%	-65%	-5%	11%	-4%&-5%
A549 tox	2%	-21%	0%	17%	?	1%	-2%	-2%&-1%
Nrf2 inh	-2%	?	11%	28%	?	22%	1%	-15%&11%
ATXN viability	i	i	i	i	i	i	?	?
CCT modulator	1.5	-6.1	0.4	-1.0	1.8	2.7	-0.4	-0.7

#41 CCc1ccc(NC(=O)C2CCN(c3ncnc4c3nc3n4CCCCC3)CC2)cc1
#42 CCOc1ccc(/C=N/NC(=O)c2ccc3nc[nH]c3c2)cc1OC
#43 CN1C(C(=O)NCc2ccco2)CC2Cn3c(nc4cc5ccccc5cc43)C21 (stereo unspecified)
#44 COc1ccc(NC(=O)c2ccc3nc(CCc4ccccc4)oc3c2)c(OC)c1

Assay by compound	41	42	43	44
Mm-Cpn inhibitor	-3%	nt	-1%	nt
TGFb SMAD3 inh	3%	-14%	-16%	23%
Nrf2 ARE act	-0.4%	0.4%	0.8%	-0.3%
Akt phos inh	i	i	i	nt
HepG2 tox	3%	-21%	-7%	-4%
A549 tox	-9%	nt	3%	0%
Nrf2 inh	-13%	nt	6%	nt
ATXN viability	i	i	i	i
CCT modulator	0.1	0.6	-0.1	nt
